WT yeast gro inh: growth inhibition of WT yeast, mitochondrial fusion screen; mitochondrial fusion phenotypic screen, WT strain; inhibition, % at 10 µM; 2.1% of 190,000 active; in the data active = inhibition above about 58%; tested in S. cerevisiae
bCat nuc transl: modulators of beta-catenin nuclear translocation | HeLa beta-catenin nuclear translocation, immunofluorescence imaging | AID 1665 | 0.3% of 190,000 active | nuclear translocation activity, % at 5 µM;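 active = nuclear translocation activity above 50% at 5 µM, with a well cell count of 50 or more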;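 note: per-cell ratio of nuclear to cytoplasmic median beta-catenin stain intensity; plate controls were DMSO negative control for no effect and GSK-3 inhibitor IX positive control for full effect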
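Assay system: human HeLa cells, native beta-catenin; doses: 5 µM primary, 0.02–20 µM confirmation; incubation: compound treatment 24 h, 37°C, 5% CO2; technique: fluorescence imaging of beta-catenin antibody stain plus DAPI; measure: % activation, nuclear-to-cytoplasmic median beta-catenin signal ratio per cell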
Autophagy HCS: autophagy modulation, high-content screen. 0.98% of 190,000 active. calls only at 10 µM (by protocol). AID 463193. MEF GFP-LC3 puncta imaging; test concentration mostly 10 µM;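 active = percentage of spot-positive cells more than 3 SD above its plate mean, without a fluorescence outlier flag or 80% toxicity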;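 note: spot-positive cell cutoff set from DMSO-treated cells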
Yfh1-depleted yeast: enhancers of respiration in Yfh1-depleted yeast, dose response, Friedreich's ataxia, plus single-dose screen (AID 1465); S. cerevisiae Yfh1-off respiration, WST-1 reduction, 72 h; higher fold induction means a stronger effect; fold induction at 50 µM, or EC50 in µM where a hit was titrated; 0.074% of 220,000 active;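 active = fold induction of absorbance versus untreated yeast above a set limit, then at least 30% activation at any dose in follow-up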;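 note: activators that raise dye reduction in frataxin-depleted yeast; strong numbers were not always called active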
human PMI inhibitors: human PMI inhibitors, high substrate, primary screen, biochemical, fluorescence intensity, high mannose 6-phosphate (AID 1220) | 0.66% of 190,000 active | recombinant PMI enzyme, coupled fluorescence intensity; higher % means a stronger effect | inhibition, % at 20 µM; hits with a dose series show IC50 in µM
Ins promoter up: MIN6 insulin promoter up-regulation | MIN6 insulin promoter-GFP reporter, high-content imaging; hits give high values | z-score at 5 µM | 0.3% of 190,000 active;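 active = z-score above 3 at 5 µM with at least 500 cells counted in the well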
human PMI inhibition: MPI enzyme activity inhibition – biochemical, fluorescence intensity, coupled assay, primary screen (AID 1209). purified PMI enzyme, coupled fluorescence intensity; higher % means a stronger effect. one-dose inhibition, % at 20 µM; IC50 in µM for titrated hits. 0.42% of 190,000 active;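 note: plate controls were DMSO vehicle for no effect and wells lacking substrate for full effect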
MT stabilizer: microtubule stabilization, imaging screen; HeLa tubulin immunostaining HCS, 24 h; share of cells brighter than vehicle mean+2SD; % tubulin-high responders, % at 10 µM; 0.83% of 200,000 active; AID 2205;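 active = plate Z-score above 3 for both tubulin-high and condensed-nucleus cell shares, with cell loss under 80%, at 10 µM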;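 note: anti alpha tubulin signal scored within the nucleus-defined area of each cell; some results filed as inactive read as strong as hits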
Dynein transport: blocks dynein driven cargo transport along microtubules; 3617.4 mouse cells, GR-EGFP nuclear translocation imaging; test concentration mostly 20 µM; stimulated with dexamethasone, 1 µM; hits give low values; z-score, hits read low; 0.47% of 220,000 active; AID 1381;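 active = plate z-score of nuclear minus cytoplasmic receptor signal below a set negative limit, without overly bright fluorescence or cell loss, cut at about -3.5 in these data, passing the limit was not always enough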;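 note: z-score of nuclear minus cytoplasmic ring GR-EGFP intensity difference per well; some compounds called inactive have numbers as strong as hits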
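Buffer or medium: tetracycline-free induction medium containing charcoal-stripped FBS / Reagent: dexamethasone agonist, 1.0 µM final, for 30 min / Technique: automated 10x imaging of fixed Hoechst-stained cells / Times: induction 48 h, compound 1 h, agonist 30 min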
WT yeast gro inh mutant strain: further read-out of WT yeast gro inh, marked with its call; inhibition, %; mitochondrial fusion phenotypic screen, mutant strain inhibition
Dynein transport cytoplasmic EGFP: also measured in Dynein transport; calls as there; z-score; measured here: cytoplasmic GR-EGFP intensity; hits give high values
Dynein transport nuclear GR-EGFP: second read-out of Dynein transport, no call of its own (marks repeat the call); z-score; measured here: nuclear GR-EGFP intensity;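 lower value marks the stronger effect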
Dynein transport cell count: also measured in Dynein transport; calls as there; z-score; measured here: cell count per field
Ins promoter up cell count: second read-out of Ins promoter up, no call of its own (marks repeat the call); cell count; measured here: cytotoxicity, nuclei count;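 total cells summed across four imaged fields per well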
bCat nuc transl cell count 5 µM: further read-out of bCat nuc transl, marked with its call; cell count; measured here: cell count, cytotoxicity flag
MT stabilizer Hoechst-high %: second read-out of MT stabilizer, no call of its own (marks repeat the call); % Hoechst-high responders; measured here: nuclear condensation Hoechst responders;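 share of cells brighter than vehicle mean plus two SD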
MT stabilizer cytotoxicity %: recorded beside MT stabilizer, whose call it bears; toxicity, %; measured here: cytotoxicity by cell density;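 0% = mean cell density of plate MIN control wells and 100% = no cells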
Autophagy HCS cell loss 18 h: recorded beside Autophagy HCS, whose call it bears; toxicity, %; measured here: cell loss, nuclei count;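 cell loss after 18 h compound exposure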
* hit, by the source's call; i = inactive; . = not tested or not shown. Cut-off read from the data, not from the text of the source, unless noted: active = inhibition above about 50%; inactive = the rest.

SMILES	WT yeast gro inh	WT yeast gro inh mutant strain	bCat nuc transl	bCat nuc transl cell count 5 µM	Autophagy HCS	Autophagy HCS cell loss 18 h	Yfh1-depleted yeast	human PMI inhibitors	Ins promoter up	Ins promoter up cell count	human PMI inhibition	MT stabilizer	MT stabilizer Hoechst-high %	MT stabilizer cytotoxicity %	Dynein transport	Dynein transport cytoplasmic EGFP	Dynein transport nuclear GR-EGFP	Dynein transport cell count
CCn1nc(C)c(NC(=O)Nc2cccc(Cl)c2Cl)c1C	17	10	-2.1	1100	i	14	i	4%	0.17	1523	4%	4.8	1.6	4.6	1	-0.2	0.92	-0.93
Cc1cccc(-n2c(SCC(=O)Nc3nonc3C)nnc2-c2ccoc2C)c1	4	-5	-0.5	1285	i	0	i	2%	0.31	1663	6%	1.0	1.1	11	-0.26	-0.047	-0.29	0.25
CN1CCC(NC(=O)NC2CCCCC2)CC1	.	.	0.7	1325	.	.	i	.	-0.37	1074	.	.	.	.	0.12	-0.3	-0.031	1
CCCCSc1nc2c(=O)[nH][nH]c(=O)c2n1Cc1ccccc1	-13	-4	-0.1	568	i	-1	.	-3%	.	.	-4%	4.4	2.5	6.5	1.2	-0.16	1.7	-1.9
O=C(NNC(=O)c1ccccc1[N+](=O)[O-])Nc1ccccc1C(F)(F)F	-11	-6	-1.3	1119	i	1	i	-3%	-0.36	1201	-2%	0.9	1.2	7.2	-2	-0.097	-0.97	0.93
O=C(N/N=C/c1ccc(OCc2ccccc2)cc1)c1ccncc1	-4	6	-0.8	937	i	-8	i	16%	0.16	1526	8%	9.0	1.0	5.4	0.8	-0.17	0.91	-1.2
COc1ccc(Nc2cc(C(=O)N3CCc4ccccc4C3)c3ccccc3n2)c(OC)c1	54	35	-2.3	1027	i	33	i	8%	-0.34	1483	19%	2.7	1.3	1.5	-0.28	-0.31	-0.39	0.32
FC(F)(F)c1cccc(N2CCN(C(=S)NC3CCCCC3)CC2)c1	-5	-12	-2.8	1118	i	7	i	8%	-0.13	1398	16%	2.1	2.1	8.3	0.44	-0.24	0.55	-0.66
COC(=O)C1CCN(Cc2ccc(OCCCN3CCN(c4ccc([N+](=O)[O-])cc4)CC3)cc2)CC1	34	46	0.1	916	i	12	i	14%	1.2	1455	14%	4.1	0.8	5.4	0.19	0.085	0.26	-0.67
Cc1ccc(C)c(-n2c(Cc3cccs3)n[nH]c2=S)c1	23	10	-1.8	1162	i	-5	i	0%	-0.3	1487	10%	5.1	2.5	2.8	1.9	-0.22	0.87	-0.2
CN1CCN(c2cnn(-c3ccccc3)c(=O)c2Br)CC1	7	4	-0.3	991	i	11	i	12%	0.21	1667	8%	2.4	3.4	13	0.73	-0.17	1.2	-1.9
CC(=O)Nc1ccc(NC(=O)c2ccc(-n3c(C)ccc3C)cc2)cc1	-7	-3	1.2	991	i	-8	i	17%	-0.43	1313	16%	2.0	2.4	8.8	-0.85	-0.29	0.18	0.39
Cc1ccc(Cl)cc1NC(=O)CCN1C(=O)C2C3CCC(C3)C2C1=O (stereo unspecified)	-7	-8	-3.4	1135	i	-11	i	-3%	-0.55	1599	-2%	2.1	1.8	9.1	-0.25	-0.31	0.44	-0.064
Cc1cccc(C(=O)N/N=C/c2ccc[nH]2)c1	7	-5	.	.	i	-6	i	-8%	0.45	1443	-38%	4.5	4.9	4.2	0.13	-0.28	-0.088	0.1
Cc1cc(NC(=O)CSc2nnc(CNc3ccc(F)cc3)n2C2CCCCC2)no1	3	-12	-3.0	967	i	12	i	5%	-0.74	1412	-3%	6.7	2.6	0.3	-0.5	-0.2	-0.0002	-0.051
CCOC(=O)N1CCN(C(=O)CN(C2CCCCC2)S(=O)(=O)c2c(C)cc(C)cc2C)CC1	22	13	.	.	i	-5	i	8%	.	.	4%	3.2	1.7	7.3	-0.45	-0.15	-0.07	-0.21
COCCNC(=O)COC(=O)C1=Cc2ccccc2OC1	-32	-13	-1.2	1021	i	-14	i	6%	0.02	1442	4%	2.0	1.7	10	-0.78	-0.37	-0.23	1.9
CCc1nnc(NC(=O)c2ccc(OC)cc2)s1	15	5	-1.7	1202	i	-31	i	6%	-0.51	1267	-2%	3.6	2.3	14	1.6	-0.27	0.83	-0.24
Cc1ccnc(NC(=O)c2ccc(Cl)c(NC(=O)CCc3ccccc3)c2)c1	42	37	1.0	1492	i	-1	i	3%	0.18	1438	11%	3.0	2.0	3.3	-1.1	0.048	0.072	1.2
CCOC(=O)/C=C1\SCC(=O)N1CC(=O)Nc1ccccc1OC(F)F	-7	-9	-2.0	892	i	-11	i	-1%	0.25	1363	-8%	2.4	3.1	8.6	0.01	-0.064	0.2	0.28
C/C=C/c1ccc(Oc2nnnn2-c2ccc(C(N)=O)cc2)c(OC)c1	-3	3	.	.	i	-4	i	19%	.	.	18%	4.3	3.0	4.8	-0.26	-0.25	-0.16	0.86
COc1cccc(NC(=O)Cn2c(=O)n(-c3ccccc3)c(=O)c3oc4ccccc4c32)c1	-6	-18	-0.9	983	i	-9	i	-3%	0.34	1343	4%	1.3	3.8	13	-0.3	-0.28	-0.39	0.62
COC(=O)c1ccc(C(=O)OC)c(NC(=O)CN(C)Cc2cccc(Cl)c2Cl)c1	3	-7	-0.5	1018	i	-2	i	13%	-0.15	1433	7%	2.9	1.9	2.0	-0.34	-0.19	-0.11	0.57
O=C(CSc1nnc(-c2cccs2)o1)N1CCOCC1	-6	-6	-0.2	1004	i	0	i	3%	-4.3	565	10%	1.5	1.8	3.8	0.16	-0.22	0.28	-0.84
CCOC(=O)C1(Cc2cccc(F)c2)CCN(Cc2cn(CC)nc2C)CC1	4	3	1.0	1163	i	-20	i	2%	-0.99	1351	7%	1.5	1.1	0.8	-0.099	-0.25	0.0029	-0.072
Cc1ccc(C(c2nnnn2C(C)(C)C)N2CCc3ccccc3C2)cc1 (stereo unspecified)	.	.	-1.1	1174	.	.	.	5%	2	1198	14%	.	.	.	.	.	.	.
CCOc1cc(CNCCSc2nnnn2C)cc(Br)c1OCc1ccccc1F	2	3	1.1	1287	i	-7	i	6%	-1.3	1290	10%	3.4	2.1	5.9	0.46	-0.22	0.65	0.1
Cc1cc(C)cc(C(=O)N2CCN(c3ccccn3)CC2)c1	-6	-16	0.9	1024	i	7	i	-6%	0.68	1471	-2%	1.1	1.1	2.5	0.64	-0.066	0.62	0.23
COc1ccc(CCNC(=O)C2CCN(Cc3nc(-c4cccc(Cl)c4)oc3C)CC2)cc1OC	15	6	.	.	i	20	.	4%	-0.99	1125	9%	3.5	4.4	4.5	-1.3	0.075	0.16	0.38
Cc1ccc(SCCC(=O)OCC(=O)Nc2ccc(S(N)(=O)=O)cc2)cc1	.	.	-0.5	1331	.	.	i	.	-0.74	1016	.	.	.	.	0.74	-0.18	0.31	-0.69
CC(Nc1nc(N2CCOCC2)nc2ccccc12)c1ccccc1 (stereo unspecified)	7	-4	-1.1	1071	i	11	i	4%	-0.35	1119	3%	3.0	2.2	7.3	-0.26	-0.24	-0.37	0.72
CN1CCN(c2ccccc2NC(=O)c2ccc([N+](=O)[O-])cc2Cl)CC1	4	13	-0.5	961	i	17	i	15%	0.11	1573	17%	2.9	2.4	2.8	-0.3	-0.28	0.45	0.4
O=C(c1nn(Cc2ccccc2)c(=O)c2ccccc12)N1CCN(c2ccccn2)CC1	20	17	-5.1	1023	i	-3	i	8%	-0.56	1058	8%	3.8	1.9	5.4	0.067	-0.3	0.2	-0.57
COc1ccc(/C(N)=N/OC(=O)c2cccs2)cc1	.	.	2.5	1283	.	.	i	.	0.16	1086	.	.	.	.	-0.98	-0.27	-0.49	1.5
CCCc1cc(=O)[nH]c(SCC(=O)c2cc(C)n(-c3cc(C)on3)c2C)n1	11	19	-1.6	1091	i	5	i	-6%	-0.2	1478	2%	5.9	0.9	1.2	0.17	-0.074	-0.24	0.81
CCOc1ccc(N2C(=O)CC(Sc3nc(C)cc(C)n3)C2=O)cc1 (stereo unspecified)	-6	1	-1.9	827	i	-12	i	1%	-0.02	1114	1%	2.5	2.2	11	-1	-0.34	-0.6	1.1
O=C(COC(=O)c1ncc(Cl)c(Cl)c1Cl)Nc1ccccc1OC(F)F	-4	-17	.	.	i	1	i	5%	-0.71	1349	1%	3.8	2.1	5.4	0.072	0.011	-0.21	-1.3
O=C(COc1ccc(/C=N/NC(=O)c2ccccc2)cc1)Nc1ccc([N+](=O)[O-])cc1	8	-6	.	.	i	-33	i	-5%	.	.	-13%	2.8	1.9	9.7	-0.57	-0.24	-0.81	0.41
O=C(c1ccc(Cl)cc1)c1c[nH]cc1-c1ccccc1	-13	0	-2.0	1099	i	21	i	8%	.	.	2%	4.9	2.5	6.4	2.1	-0.26	0.7	-0.36
Cc1cc(C)c2c(=O)n(-c3ccccc3)[nH]c2n1	-2	6	1.0	780	i	-37	i	-8%	1.8	1230	-10%	1.7	1.6	4.6	-0.81	-0.27	0.25	0.59
N#Cc1c(C(F)(F)F)cc(-c2ccccc2)nc1SCCN1CCOCC1	4	74	.	.	i	0	i	5%	.	.	8%	1.0	1.3	7.3	-0.59	-0.027	-0.55	-0.18

Bioassay records (PubChem BioAssay)
